# Screens as filed in PubChem.
# JMJD2A Tudor inh = inhibitors of human JMJD2A Tudor domain. AlphaScreen JMJD2A-Tudor / H3K4me3 peptide binding. Potency, µM (series often up to 114 µM), for the others: at the top dose activity change, negative = inhibition, actives largely listed as inhibitors. 390,000 compounds, 4.4% hits; also: potency is read from the fitted curve at half-maximal effect; % is scaled to controls: 0 for no effect and ±100 for the full control effect; nearly all actives have a fitted effect of over 50% in size
# PGK inhibitor = T. brucei PGK inhibition; PGK/GAPDH coupled, Kinase-Glo luminescence, 60 min; AID 602233; Potency, µM (titrated, usually from 57.5 µM), for the others: at the top dose activity change, negative = inhibition, most hits filed as inhibitors; P07378; 380,000 compounds, 0.043% hits; also: potency is read from the fitted curve at half-maximal effect; % is scaled to controls: 0 for no effect and ±100 for the full control effect; nearly all actives have a fitted effect of over 60% in size
#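 Recombinant glycosomal PGK reaction used 1,3-bisphosphoglycerate generated in-well by GAPDH (100nM final) in 100mM TEA pH 7.6, 5mM MgCl2, 0.01% Tween-20. After 60 minutes at room temperature, ATP was read by Kinase-Glo Plus luminescence end-point.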
# HP1b chromo inh = inhibitors of HP1-beta chromodomain binding to methylated histone tails; P83916; AlphaScreen HP1-beta / biotin-H3K9me3 peptide binding; Potency, µM (series often up to 114 µM), inactives show at the top dose activity change, negative = inhibition, most hits filed as inhibitors; 390,000 compounds, 0.56% hits; AID 540317; also: potency is read from the fitted curve at half-maximal effect; nearly all actives have a fitted effect of over 70% in size; inactives centre near 23
# Target sequence (P83916 whole entry, looked up): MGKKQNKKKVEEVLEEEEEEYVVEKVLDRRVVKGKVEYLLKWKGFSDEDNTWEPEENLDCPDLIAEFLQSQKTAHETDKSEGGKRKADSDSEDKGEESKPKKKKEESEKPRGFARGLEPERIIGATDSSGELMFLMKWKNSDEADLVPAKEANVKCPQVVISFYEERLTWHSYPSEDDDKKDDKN
#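 HP1-beta protein (50 nM final) preincubated 30 min at room temperature with biotinylated H3(1-18)K9me3 peptide (50 nM) in PBS pH 7.4, 0.01% Tween-20, then compound added for 30 min. AlphaScreen streptavidin donor/nickel chelate acceptor beads (10 ug/mL final), 30 min dark, luminescence read.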
# Pol eta inh = DNA polymerase eta (human) inhibition; recombinant Pol eta, fluorescent DNA replication assay; 390,000 compounds, 1.2% hits; AID 588591; Potency, µM (doses to about 114 µM), without a hit: top-dose activity change, negative = inhibition, most hits filed as inhibitors; also: potency is read from the fitted curve at half-maximal effect; % is scaled to controls: 0 for no effect and ±100 for the full control effect
# Target sequence (Q9Y253 whole entry, looked up): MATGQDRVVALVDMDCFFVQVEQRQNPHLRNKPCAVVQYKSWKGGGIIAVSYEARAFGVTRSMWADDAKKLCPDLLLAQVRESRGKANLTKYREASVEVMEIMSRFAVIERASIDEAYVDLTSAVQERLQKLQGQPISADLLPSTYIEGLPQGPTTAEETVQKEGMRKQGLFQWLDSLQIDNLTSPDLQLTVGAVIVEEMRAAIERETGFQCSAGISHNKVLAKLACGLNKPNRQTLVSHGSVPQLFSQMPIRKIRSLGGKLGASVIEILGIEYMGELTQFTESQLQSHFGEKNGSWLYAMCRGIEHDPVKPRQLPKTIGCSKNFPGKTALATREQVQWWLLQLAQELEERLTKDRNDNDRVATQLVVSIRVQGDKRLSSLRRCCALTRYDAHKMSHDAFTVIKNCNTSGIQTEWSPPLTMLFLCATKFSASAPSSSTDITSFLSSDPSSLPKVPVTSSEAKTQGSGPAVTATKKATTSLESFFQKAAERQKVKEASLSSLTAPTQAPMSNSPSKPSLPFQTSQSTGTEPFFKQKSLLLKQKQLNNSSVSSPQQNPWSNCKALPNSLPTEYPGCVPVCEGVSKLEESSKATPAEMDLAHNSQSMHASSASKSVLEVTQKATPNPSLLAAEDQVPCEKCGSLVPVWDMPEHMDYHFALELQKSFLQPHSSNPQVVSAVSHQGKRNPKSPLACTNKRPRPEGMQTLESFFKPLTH
#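 Pol eta (10 nM) was preincubated with compounds for 15 min at room temperature, after which fluorescent replication substrate (50 nM final) was added to start the reaction. Fluorescence was read kinetically at 0 and 10 min.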
# Pin1 inh = inhibitors of human Pin1. Q13526. Pin1 FP peptide displacement, HiFluor488, 10 min. Potency, µM (doses to about 115 µM), for inactives: top-dose activity, negative = inhibition, actives largely listed as inhibitors. 390,000 compounds, 0.009% hits; active = well fitted inhibition curve with a large enough effect in the polarisation, with a control signal flat, not every such curve was filed as active; inconclusive = small, poorly fitted or top-dose-only effect, or effect the other way, or a change in a side signal; inactive = no such curve, though single readings can be large or run the other way; the % refers to the polarisation; also: potency is read from the fitted curve at half-maximal effect; % is scaled to controls: 0 for no effect and ±100 for the full control effect
# Target sequence (Q13526 whole entry, looked up): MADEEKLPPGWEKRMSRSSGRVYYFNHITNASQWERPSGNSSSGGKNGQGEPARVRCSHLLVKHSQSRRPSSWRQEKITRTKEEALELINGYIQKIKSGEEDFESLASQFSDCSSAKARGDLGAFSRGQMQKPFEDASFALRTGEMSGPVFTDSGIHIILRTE
# BAZ2B block = blocks human BAZ2B. Potency, µM (top dose mostly 114 µM), for the others: at the highest dose activity change, negative = inhibition, actives largely listed as inhibitors. AlphaScreen BAZ2B-H3K14Ac peptide displacement. 360,000 compounds, 4.4% hits. Q9UIF8; also: potency is read from the fitted curve at half-maximal effect; % is scaled to controls: 0 for no effect and ±100 for the full control effect; nearly all actives have a fitted effect of over 60% in size
#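 AlphaScreen displacement of biotin-H3(5-23)K14Ac peptide (50 nM final) from BAZ2B (50 nM final) in PBS pH 7.4, 0.01% Tween-20; complex preformed 30 min RT, then compounds (top 110 uM) 30 min RT, beads 20 min dark.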
# G9a inh = G9a (human) methyltransferase inhibition; G9a H3K9 monomethylation, AlphaScreen, 2 h; 350,000 compounds, 8.8% hits; Potency, µM (series often up to 102 µM), for inactives: top-dose activity, negative = inhibition, usual class: inhibitors; Q96KQ7; also: potency is read from the fitted curve at half-maximal effect; % is scaled to controls: 0 for no effect and ±100 for the full control effect; nearly all actives have a fitted effect of over 75% in size
#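 Signal arises when biotinylated H3K9 peptide, once monomethylated, bridges streptavidin donor and antibody-captured acceptor beads. Enzyme at 20 nM was preincubated 15 min with test compounds; peptide 500 nM and SAM 20 uM then reacted for 2 h.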
# GLS inh = glutaminase GLS (human) inhibition. O94925. GLS enzymatic activity, qHTS titration. Potency, µM (titrated, usually from 45.5 µM), for inactives: top-dose activity change, negative = inhibition, most hits filed as inhibitors. 410,000 compounds, 0.21% hits. AID 624170; also: potency is read from the fitted curve at half-maximal effect; % is scaled to controls: 0 for no effect and ±100 for the full control effect
#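 Two-point fluorescence kinetic (t0, 30 min RT) for hKGA; glutamate detected via glutamate oxidase–HRP–Amplex Red. Substrate: 1 mM L-glutamine solution; buffer 45 mM KH2PO4, pH 8.2.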
# PI4K2A block = PI4K2A (human) kinase inhibition. Q9BTU6. purified PI4K2A, ADP-Glo luminescence, 1 h; active compounds read low. activity change, negative = inhibition, % at 76.9 µM. 420,000 compounds, 0.13% hits. AID 1346378; in the data active = activity change below about -50%; inconclusive = mostly about -30% to -49%;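 also: -100% = wells without enzyme as full effect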
#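 Compounds are screened against recombinant PI4K2A using PI as substrate and ATP, the latter dispensed at 300 microM. Reactions run one hour at ambient temperature before ADP-Glo detection; full inhibition defined by wells lacking enzyme.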
# An asterisk follows results filed as active; i = inactive; ? = inconclusive; / = no result given; [ ] = another dose, or the depositor's remark. Unless noted, calls follow the shape of the dose curve; as a rule, active = well fitted curve in the direction sought with a large enough effect; inconclusive = small, poorly fitted or top-dose-only effect, or another doubt; inactive = no such curve, though single readings can be large; an effect the other way counts as inactive or inconclusive. Not all compounds are listed (hit frequency here may not be typical).
SMILES,JMJD2A Tudor inh,PGK inhibitor,HP1b chromo inh,Pol eta inh,Pin1 inh,BAZ2B block,G9a inh,GLS inh,PI4K2A block
Cc1cccc(-n2ncc3c2CCCC3NC(=O)CCN2CCCCO2)c1C (stereo not drawn),-10%,-7%,17%,-17%,-3%,-12%,19%,3%,-4
COc1cccc(C(=O)OCC(=O)NC2CCCc3ccccc32)c1O (stereo not drawn),-10%,-2%,26%,-12%,-6%,3%,-13%,-2%,2
CCCCCC(=O)N1C[C@@H](n2cc(-c3ccc(F)cc3)nn2)[C@H](O)C[C@@H]1c1ccccc1,/,-2%,/,-8%,/,/,/,2%,-3
O=C1C=CC(=O)N1CCCCCCN1C(=O)C=CC1=O,18µM*,-3%,?,?,-1%,-25%,1.6µM*,-13%,4
CC(C)COP(=O)(c1ccc(N(C)C)cc1)C(O)c1ccncc1 (stereo not drawn),5%,-8%,25%,-12%,2%,0%,?,-3%,1
CCOc1ncccc1C(=O)Nc1cc(S(=O)(=O)N2CCCCC2)ccc1C,-9%,-7%,21%,-7%,-2%,14%,?,-2%,-2
CN1Cc2c(N3CCOCC3)nc3sc(C(=O)c4ccccc4)c(N)c3c2CC1(C)C,45µM*,-1%,-11%,1%,0%,?,50µM*,5%,5
CCCNC(=O)C(Cc1ccccc1)NC(=O)Cc1ccccc1 (stereo not drawn),5%,i,65%[activator],-6%,2%,-6%,-2%[2.33 µM],0%,-7
CCOC(=O)N1CCC(n2c(=S)[nH]c3cc(OC)c(OC)cc3c2=O)CC1,-18%,0%,30%,-21%,-4%,8%,6%[12.7 µM],-3%,4
COc1ccc(OC)c(S(=O)(=O)N2CCNCC2)c1,-10%,i,25%,-19%,-10%,-24%,1%,1%,-5
Cc1csc(NC(=O)C2CC(=O)N(c3ccc4c(c3)OCCO4)C2)n1 (stereo not drawn),-6%,8%,28%,4%,-4%,3%,-2%[59 µM],1%,0
CC1(C)C2CCC1(C)C(OC(=O)CSc1nc(N)cc(=O)[nH]1)C2 (stereo not drawn),-10%,i,29%,-10%,5%,-2%,13%[12.7 µM],3%,13
Cc1ccc(CNC(=O)Cc2noc3ccccc23)cc1,-12%,2%,13%,-4%,-11%,-1%,13%,-6%,3
NC(=O)c1ccc(NC(=O)CNC(c2ccccc2)c2ccccc2)cc1,-8%,-6%,-6%,-18%,5%,2%,6%,0%,3
COc1ccc([N+](=O)[O-])cc1NC(=O)C1(c2ccccc2)CCOCC1,-19%,1%,22%,-22%,-2%,-4%,?,-11%,-4

# Taken from the listing for reference:
SMILES,JMJD2A Tudor inh,PGK inhibitor,HP1b chromo inh,Pol eta inh,Pin1 inh,BAZ2B block,G9a inh,GLS inh,PI4K2A block
CC1(C)C2CCC1(C)C(OC(=O)CSc1nc(N)cc(=O)[nH]1)C2 (stereo not drawn),-10%,i,29%,-10%,5%,-2%,13%[12.7 µM],3%,13
Cc1ccc(CNC(=O)Cc2noc3ccccc23)cc1,-12%,2%,13%,-4%,-11%,-1%,13%,-6%,3
NC(=O)c1ccc(NC(=O)CNC(c2ccccc2)c2ccccc2)cc1,-8%,-6%,-6%,-18%,5%,2%,6%,0%,3
COc1ccc([N+](=O)[O-])cc1NC(=O)C1(c2ccccc2)CCOCC1,-19%,1%,22%,-22%,-2%,-4%,?,-11%,-4

# The results go on.
SMILES,JMJD2A Tudor inh,PGK inhibitor,HP1b chromo inh,Pol eta inh,Pin1 inh,BAZ2B block,G9a inh,GLS inh,PI4K2A block
CCCCc1ccc(NC(=O)N2CCN(c3cc(C)nc4ccccc34)CC2)c(C)c1,-28%,0%,13%,-15%,-2%,-14%,-50%,1%,-1
CS(=O)(=O)c1ccc(-c2cccc(NC(=O)c3ccc(Br)o3)c2)nn1,-3%,-1%,3%,1%,-1%,-4%,-6%,0%,-1
CCC1CCCCN1C(=O)CCNS(=O)(=O)c1ccc2c(c1)oc(=O)n2C (stereo not drawn),-10%,-3%,13%,1%,2%,-2%,12%[0.0925 µM],6%,1
O=C(CCCN1C(=O)/C(=C/c2ccccc2OC(F)F)SC1=S)Nc1cccnc1,18µM*,-9%,-23%,-25%,?,/,/,-21%,-1
CCOc1ccc(CNC(=O)C2CCCN(S(=O)(=O)N(C)c3ccc(F)cc3)C2)cc1OC (stereo not drawn),-5%,-8%,63%[activator],-20%,-1%,25%,35%[59 µM],-5%,0
Nc1nonc1C(=O)N/N=C/c1cc(Br)ccc1O,18µM*,2%,37%,-19%,42%[activator],7.9µM*,?,19%,6
O=C(Nc1nnc(SCc2ccc(Cl)cc2)s1)c1ccco1,?,-2%,3%,-10%,15%,4%,30%[12.7 µM],?,-10
CCOC(=O)c1ccc(NC(=O)c2ccc(CO)c(C(=O)NC3CCN(C(=O)OCC)CC3)c2)cc1,-10%[57.1 µM],i,53%[activator],-8%,-2%,11%,20%,-1%,-2
CN(C)c1ccc(-c2nnc(-c3ccccc3F)o2)cc1,9%,-10%,45%[activator],-10%,2%,29%,112%[activator],22%,-1
COc1nc(C)nc(C)c1Oc1ccc(Cl)cc1Cl,16%,i,29%,-12%,-4%,-2%,6%[59 µM],0%,-7
O=[N+]([O-])c1cccc(N=Nc2ccc(O)cc2O)c1,?,-15%,-12%[57 µM],-12%,-14%,/,/,13%,-15
COc1ccccc1NC(=O)Cn1c(O)c(N=NC(=O)c2ccccc2O)c2ccccc21,-35%,-21%,17%,50µM*,?,56µM*,45µM*,-2%,-3
CCc1ccc(OC(=O)c2ccn(CC)n2)cc1,-9%,-1%,10%,-9%,3%,3%,-2%[59 µM],0%,-2
CN(C(=O)COC(=O)/C=C/c1ccccc1[N+](=O)[O-])c1ccccc1,-12%,i,21%,-18%,4%,-29%,3%,2%,7
COc1ccc(S(=O)(=O)N2CCCN(Cc3cccc(F)c3)CC2)cc1,-22%,-10%,11%,-10%,-5%,-35%,0%,18%,-5
Nc1nc(SCC(=O)NN(c2ccccc2)c2ccccc2)n[nH]1,-8%,-3%,17%,-10%,6%,4%,8%[59 µM],20%,-2
CCc1ccc(C(=O)COC(=O)c2ccccc2OC)cc1,58%[activator],-2%,125%[activator],-27%,-5%,38%,112%[activator],-5%,-2
COc1cc([N+](=O)[O-])ccc1NC(=O)Cc1ccc(F)cc1,-30%,2%,6%,?,4%,-29%,-14%[59 µM],3%,-8
Cc1ccc(Sc2cnn(-c3ccccc3)c(=O)c2Cl)cc1,35%,i,92%[activator],-17%,-8%,8%,13%[59 µM],-10%,6
CCOCCc1nnc(NC(=O)C(=O)c2cc(C)n(-c3ccc(C)c(C)c3)c2C)s1,-11%,9%,28%,5%,-3%,4%,?,0%,-2
O=C(Nc1ccccc1Br)C(Cc1ccccc1)NS(=O)(=O)c1cccc2nsnc12 (stereo not drawn),-29%,i,23%,-21%,13%,/,-44%[59 µM],0%,1
O=C(Nc1ccc(N=Nc2ccccc2)cc1)c1ccc(Cl)cc1Cl,-8%,4%,5%,2%,-3%,?,13%[59 µM],-5%,-2
CCn1cc(C(=O)NCCc2ccccc2)c(=O)c2cc(S(=O)(=O)N3CCOCC3)ccc21,-16%,5%,27%,-16%,3%,/,-38%[59 µM],-7%,3
Cc1cccc(N(CC(=O)NC(C)(C)C)C(=O)CS(=O)CC(=O)Nc2ccc3c(c2)OCO3)c1 (stereo not drawn),-3%,6%,40%[activator],-24%,-3%,-22%,13%,1%,1
CCCc1cc(=O)oc2cc(C)cc(OCc3nn[nH]n3)c12,-10%,5%,36%,-6%,7%,-1%,-8%[59 µM],15%,-21
COCCSc1nnc(NC(=O)CCS(=O)(=O)Cc2ccccc2)s1,-15%,-6%,33%[activator],-25%,-2%,-2%,16%,3%,4
O=C(COC(=O)c1ccc(F)cc1)NC1CC1,-7%,i,22%,-1%,-1%,39%[activator],-21%[12.7 µM],0%,5
Cc1scc(CN2CCN(c3ccccc3F)CC2)c1C,19%,-4%,91%[activator],-10%,1%,29%,3%[59 µM],3%,-1
CCN(CC(=O)Nc1ccc(Br)cc1)C(=O)Cc1cccc(F)c1,-6%,5%,4%,-3%,4%,1%,24%[59 µM],4%,6
C[C@H]1CN([C@@H](C)CO)S(=O)(=O)c2ccc(C#CC3CC3)cc2O[C@@H]1CN(C)S(C)(=O)=O,/,2%,/,-7%,/,/,/,1%,-1
Cc1ccc(CN2COc3cc(C)c4c(oc(=O)c5ccccc54)c3C2)cc1,-23%,4%,32%[activator],-12%,-3%,-9%,13µM*,4%,-1
Cc1nn(C)c(C)c1/C=C/C(=O)c1ccccc1,-12%,-8%,14%,-14%,2%,-4%,?,-3%,6
CCN(CC)S(=O)(=O)c1ccc2c(c1)N(CC(=O)Nc1ccc(NC(C)=O)cc1)C(=O)CO2,-5%,i,63%[activator],-10%,-6%,2%,-71%,-3%,-6
COC(=O)Cn1cnc2c(nnn2-c2cccc(OC)c2)c1=O,-5%,i,29%,7%,3%,3%,5%,-3%,0
COc1ccc(-n2c(SCC(=O)Nc3ccc(NC(C)=O)cc3)nc3c([nH]c4ccccc43)c2=O)cc1OC,-13%,7%,4%,-13%,4%,-9%,-13%[12.7 µM],7%,-1
Cc1ccccc1OCC(=O)Nc1ccccc1N1CCC(C)CC1,48%[activator],6%,110%[activator],-13%,-2%,11%,77%[activator],7%,4
COc1cc(NC(=O)Cc2ccccc2)cc(OC)c1,2%,4%,32%,9%,5%,40%[activator],12%[59 µM],0%,1
COc1ccc2oc(C(=O)OCC(=O)NCCc3ccccc3)c(C)c2c1,-7%,-6%,15%,-13%,1%,4%,10%[0.501 µM],-3%,0
N#C/C(=C\C=C\c1ccccc1)C(=O)N1CCCC1,-7%,-6%,-6%,3%,-1%,-5%,4%,0%,-3
